Bioassay records as filed in PubChem BioAssay.
RmlCD inh 1536: inhibitors of Mycobacterium tuberculosis RmlC and RmlD coupled enzymes. RmlC+RmlD coupled enzyme assay, percent inhibition; primary screen in compound mixtures. inhibition, % at 3.6 µM. P9WH09+P9WH11. hit rate 0.03% among 160,000; in the data active means inhibition mostly above about 34%, no sharp cut-off; further: some results filed as inactive read as strong as hits
M. tuberculosis GlmU: inhibition of mycobacterial GlmU enzyme – biochemical, glucosamine-1-phosphate acetyltransferase (AID 1376); M. tuberculosis GlmU acetyltransferase enzyme assay; higher % means a stronger effect; inhibition, %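 (tested at 30 µM in the primary screen)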; hits with a dose series show IC50 in µM; hit rate 0.25% among 220,000; in the data active means inhibition above about 13%;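 further: 0% = complete reaction with vehicle and 100% = reaction without substrate; strong numbers were not always called active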
* marks the source's active call; other numbers are inactive results; . = no result given. Not all compounds are listed; the hit share may differ from the screen's.

[1] CC(C)NS(=O)(=O)c1ccc(NC(=O)C2CC3C=CC2C3)cc1 (stereo unspecified)
[2] COc1ccc(CSCCc2n[nH]c(=S)n2-c2ccccc2)cc1C
[3] COc1ccc(N2CCN(C(=O)CN(c3ccc(Br)cc3)S(C)(=O)=O)CC2)cc1
[4] O=C(CCn1c(=O)oc2ccccc21)NC1=NCCS1
[5] COc1ccc(NC(C)c2cc(Cl)ccc2O)cc1 (stereo unspecified)
[6] CC(C)C(=O)NC(=S)Nc1ccccc1C(=O)NC1CCCCC1

entry no.,1,2,3,4,5,6
RmlCD inh 1536,17,9,-4,.,.,.
M. tuberculosis GlmU,1.9%,8.2%,8.4%,-3.3%,-1.1%,4.1%

Compounds shown so far containing an aryl methoxy group, in the order listed:
[2] COc1ccc(CSCCc2n[nH]c(=S)n2-c2ccccc2)cc1C
[3] COc1ccc(N2CCN(C(=O)CN(c3ccc(Br)cc3)S(C)(=O)=O)CC2)cc1
[5] COc1ccc(NC(C)c2cc(Cl)ccc2O)cc1 (stereo unspecified)

entry no.,2,3,5
RmlCD inh 1536,9,-4,.
M. tuberculosis GlmU,8.2%,8.4%,-1.1%

The list continues:
[7] CCCCn1c(SCC(=O)N(CC)C2CCS(=O)(=O)C2)nc2cc(S(N)(=O)=O)ccc21 (stereo unspecified)
[8] Cc1ccc(C2NC(=O)c3ccccc3N2)s1 (stereo unspecified)
[9] Cn1c(=O)n(CC(=O)Nc2ccc(F)cc2)c2ccccc21
[10] Cc1nc2ccccc2nc(=O)c1NNc1ccccc1
[11] O=C(c1ccccc1)c1nc2ccccc2[nH]c1=O
[12] N/C(=N\OS(=O)(=O)c1ccc2ccccc2c1)c1cccnc1

entry no.,7,8,9,10,11,12
RmlCD inh 1536,-1,12,10,.,.,.
M. tuberculosis GlmU,2.8%,-2.4%,-2.0%,-0.3%,1.9%,2.0%

Laid out differently: 2 of the compounds above
Each structure is followed by: RmlCD inh 1536	M. tuberculosis GlmU
[10] Cc1nc2ccccc2nc(=O)c1NNc1ccccc1
→ .	-0.3%
[11] O=C(c1ccccc1)c1nc2ccccc2[nH]c1=O
→ .	1.9%

Further entries:
[13] Oc1csc(Cc2nc(-c3ccccc3F)cs2)n1
[14] O=C1c2cc3ccccc3c(-c3ccccc3)c2C(=O)N1c1ccccn1
[15] Cc1noc(C)c1COC(=O)Cn1c(C)nc2ccccc21
[16] CC(C)(C)CN1CCNC(=O)C1CC(=O)NCc1cccc(-n2cccn2)c1 (stereo unspecified)
[17] O=C(Nn1c(C2CC2)nc2ccccc2c1=O)c1ccco1
[18] COc1ccc(CCNC(=O)CN(c2ccccc2)S(C)(=O)=O)cc1
[19] Cc1ccccc1OCCOc1ccccc1C=C(C#N)C#N
[20] CCCC(NC(=O)CCl)c1ccccc1 (stereo unspecified)

entry no.,13,14,15,16,17,18,19,20
RmlCD inh 1536,-4,6,.,-9,-1,.,.,4
M. tuberculosis GlmU,-1.9%,5.1%,-7.2%,2.9%,5.2%,-3.3%,0.2%,5.6%
